Assay outcomes: PubChem BioAssay, Johns Hopkins Ion Channel Center
KCNQ1 block = inhibitors of human KCNQ1 potassium channel; P51787; CHO-K1 KCNQ1, FluxOR thallium flux fluorescence; active compounds read high; B-score at 10 µM; 1.3% of 310,000 active; AID 2642;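 active = compounds whose thallium flux B-score, printed positive for inhibition, exceeds three library SD while starting fluorescence stays within three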;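 note: channel opened by potassium depolarization with thallium stimulus after 20 min compound exposure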
Target sequence (P51787 whole entry, looked up): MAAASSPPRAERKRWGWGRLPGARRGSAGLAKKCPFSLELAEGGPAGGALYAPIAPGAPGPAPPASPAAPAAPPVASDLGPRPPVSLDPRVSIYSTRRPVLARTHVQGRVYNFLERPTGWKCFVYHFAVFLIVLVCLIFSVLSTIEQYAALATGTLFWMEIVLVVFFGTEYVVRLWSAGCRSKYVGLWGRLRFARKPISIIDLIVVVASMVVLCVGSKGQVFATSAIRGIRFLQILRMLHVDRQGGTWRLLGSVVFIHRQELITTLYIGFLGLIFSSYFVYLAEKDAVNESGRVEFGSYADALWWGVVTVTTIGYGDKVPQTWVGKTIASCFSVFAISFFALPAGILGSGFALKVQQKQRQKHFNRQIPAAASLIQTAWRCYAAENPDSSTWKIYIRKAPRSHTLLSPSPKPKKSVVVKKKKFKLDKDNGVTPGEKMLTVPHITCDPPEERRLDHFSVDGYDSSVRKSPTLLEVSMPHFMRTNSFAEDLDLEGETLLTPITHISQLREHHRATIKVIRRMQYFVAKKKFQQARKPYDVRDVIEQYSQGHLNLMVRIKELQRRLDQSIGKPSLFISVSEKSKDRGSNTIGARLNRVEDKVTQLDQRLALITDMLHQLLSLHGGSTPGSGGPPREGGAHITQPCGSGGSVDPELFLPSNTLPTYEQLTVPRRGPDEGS
hERG rescue = hERG (human) protection from proarrhythmic block. activation (rescue from dofetilide block), less the hit threshold, % at 10 µM. Q12809. CHO-hERG, FluxOR thallium flux, dofetilide IC70 present. AID 1511. 0.51% of 310,000 active;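 active = activation above the mean of controls blocked by dofetilide plus 5 SD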;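 note: thallium influx through hERG after potassium depolarization seen as dye fluorescence rise; in these data hits start at about 4.7%; inactives centre near -7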
TMEM16A inh = mouse TMEM16A channel inhibition, primary screen; AID 588511; Q8BHY3; 1.2% of 310,000 active; normalized B-score (activity score, 25-100; higher = stronger inhibition) at 10 µM; HEK293 TMEM16A/YFP iodide influx fluorescence, ionomycin;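 active = ratio plate-corrected score three or more library SD toward inhibition, starting fluorescence score within five deviations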;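 note: score derived from kinetic fluorescence span divided by baseline fluorescence per well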
ANO1 activ = mouse TMEM16A channel activation, primary screen | Q8BHY3 | HEK293 TMEM16A/YFP-H148Q/I152L, iodide quench fluorescence; active compounds read low | B-score at 10 µM | 0.3% of 340,000 active | AID 623877;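 active = fluorescence-ratio B-score plate-corrected deviation score at least 3 library SD below zero, with starting fluorescence score within 5 deviations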;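 note: channel opened by trigger with iodide after compound preincubation; score built on the fluorescence ratio of max minus min over baseline; more negative score means more quench and so TMEM16A activation or potentiation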
KCNK9 inh = human KCNK9 channel inhibition. HEK293 KCNK9, FluxOR thallium flux fluorescence; active compounds read low. B-score at 10 µM. 1.2% of 310,000 active. AID 488922;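 active = ratio B-score over 3 SD below the library mean, with starting fluorescence within 5 SD of its mean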;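 note: negative B-score means less thallium flux so channel inhibition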
RGS4 pot = RGS4 potentiation or activation | 0.92% of 310,000 active | HEK293 M3R/inducible RGS4, carbachol calcium flux Fluo4; active compounds read low | AID 463111 | B-score at 10 µM;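 active = B-score of the integrated calcium signal more than 4 SD below the library mean, with starting fluorescence not abnormally high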;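 note: negative B-score means reduced calcium response which marks RGS4 activation or potentiation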
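Reagent: ECmax carbachol challenge; Test system: M3R-expressing HEK293 line, RGS4 induced by doxycycline; Schedule: overnight RGS4 induction, 30 min dye load 37 °C, 20 min compound RT; Detection: calcium dye Fluo4 fluorescence; Read-out: Agonist-evoked peak-minus-minimum fluorescence over baseline, integrated ratio, B score.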
MrgX1 ag = activates human MrgX1 receptor signaling. Q96LB2. MrgX1-HEK293 cells, Fluo-4 calcium fluorescence, agonist mode; active compounds read high. B-score at 10 µM. 0.44% of 310,000 active;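 active = calcium response B-score plate-corrected fluorescence ratio at least 3 library SD, with starting fluorescence B-score inside 5 SD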
Target sequence (Q96LB2 whole entry, looked up): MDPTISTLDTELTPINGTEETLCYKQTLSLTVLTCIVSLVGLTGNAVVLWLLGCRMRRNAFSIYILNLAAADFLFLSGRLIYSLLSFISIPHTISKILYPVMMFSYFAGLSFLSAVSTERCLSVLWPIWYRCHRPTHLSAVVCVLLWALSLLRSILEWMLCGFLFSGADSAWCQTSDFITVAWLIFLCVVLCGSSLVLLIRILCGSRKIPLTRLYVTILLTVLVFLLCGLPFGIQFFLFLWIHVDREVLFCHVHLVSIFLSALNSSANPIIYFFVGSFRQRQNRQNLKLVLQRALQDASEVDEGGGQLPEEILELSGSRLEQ
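times = overnight plating, then 30 min 37 °C plus 30 min room-temperature dye loading | assay system = stable human MrgX1 HEK293 cell line | input = fifteen thousand cells per well | signal = kinetic calcium dye fluorescence, Fluo-4 NW | dosing = compound delivered in addition one of three | read-out = B-scored fluorescence response ratio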
KCNK3 inh = human KCNK3 channel inhibition, primary screen | B-score at 10 µM | O14649 | 0.84% of 340,000 active | CHO-KCNK3 thallium flux, FluxOR fluorescence; active compounds read low | AID 602410;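 active = B-score under library mean minus 4 SD, starting fluorescence ratio at most library mean plus 5 SD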;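 note: more negative B-score means stronger inhibition of thallium flux through KCNK3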
KCNQ1 act = potentiators or activators of human KCNQ1 potassium channel; P51787; CHO-K1 KCNQ1, thallium flux FluxOR fluorescence; active compounds read high; B-score at 10 µM; 0.35% of 310,000 active;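 active = fluorescence ratio B-score, a plate-corrected score, at least three library SD, with initial intensity B-score within 5 SD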
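Medium – assay buffer, equal DMSO in all wells · Material – CHO-K1 cell line with stable KCNQ1 potassium channel expression · Signal – kinetic FluxOR thallium fluorescence, 10-s 1-Hz baseline, 110-s post-stimulus read · Compound – single concentration per compound, DMSO matched to controls · Schedule – 37 °C overnight plating, 90-min dark dye load, 20-min compound pretreatment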
MrgX1 PAM = allosterically activates human MrgX1 receptor signaling | Q96LB2 | MrgX1-HEK293, Fluo-4 calcium flux, FDSS; active compounds read high | B-score at 10 µM | 0.63% of 310,000 active | AID 588675;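 active = plate-corrected calcium response at least 3 library SD above typical, normal starting fluorescence, not activating the receptor alone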;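 note: compound read alongside a low EC10 to EC30 dose of BAM8-22 agonist; peak minus trough fluorescence over baseline measured at the second addition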
RGS4 inh = human RGS4 inhibition | P49798 | HEK293 M3R/RGS4 inducible, Fluo-4 calcium flux; active compounds read high; triggered by carbachol at its EC20 | AID 463165 | B-score at 10 µM | 0.45% of 310,000 active;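 active = B-score, a plate-corrected calcium signal, over three deviations above library mean, with baseline fluorescence within five deviations of library mean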;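 note: RGS4 expression induced by doxycycline in cells with stable M3 receptor; B-score is computed from the integrated fluorescence ratio over baseline after carbachol; higher B-score means a larger calcium signal and so more RGS4 inhibition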
* hit, by the source's call; i = inactive; x = no result given.

SMILES	KCNQ1 block	hERG rescue	TMEM16A inh	ANO1 activ	KCNK9 inh	RGS4 pot	MrgX1 ag	KCNK3 inh	KCNQ1 act	MrgX1 PAM	RGS4 inh
O=C(NCc1ccncc1)C(=O)NCC1OCCCN1S(=O)(=O)c1ccccc1 (stereo not drawn)	i	-2	i	i	i	i	i	i	i	i	i
S=C(Nc1ccc(Cl)cc1Cl)N1CCN(c2ccccn2)CC1	i	-14	i	i	i	i	i	i	i	i	i
CCOc1ccc(N(CC(=O)Nc2ccccc2C)S(=O)(=O)c2c(C)noc2C)cc1	i	-8	i	i	i	i	i	i	i	i	i
O=C(COC(=O)c1ccc(S(=O)(=O)N2CCOCC2)cc1)Nc1nc(-c2ccccc2)cs1	i	-4	i	i	i	i	i	i	i	i	i
C=CCSc1n[nH]c2nc3c(c(=O)n12)C1(CCCC1)Cc1ccccc1-3	x	x	i	i	x	x	i	i	x	i	x
CCOC(=O)N1CCN(S(=O)(=O)c2c(C(=O)N3CCCCC3)c(C)n(C)c2C)CC1	i	-5	i	i	i	i	i	i	i	i	i
COc1ccc(CC(=O)NNC(=O)CCc2ccccc2)cc1OC	i	-1	i	i	i	i	i	i	i	i	i
CCCNC(=O)C1(CC2CC(c3ccccc3)=NO2)CCN(C(=O)C2CCCC2)CC1 (stereo not drawn)	x	x	i	i	x	x	i	i	x	i	x
CCOC(=O)c1cnc2ccc(C)cc2c1Sc1ccccc1C(=O)OC	i	-7	i	i	i	i	i	i	i	i	i
CC(=O)Nc1ccc(S(=O)(=O)NCCSCc2ccco2)cc1	i	0	i	i	i	i	i	i	i	i	i
N/C(=N\OS(=O)(=O)c1cc(Cl)ccc1Cl)c1ccncc1	i	-11	i	i	i	i	i	i	i	i	i
CCNS(=O)(=O)c1ccc2c3c(cccc13)C(=O)N2	i	-4	i	i	i	i	i	i	i	i	i
O=C1CC(NCc2cccs2)C(=O)N1c1ccc(Cl)cc1 (stereo not drawn)	i	-11	i	i	i	i	i	i	i	i	i
O=C(CCN1C(=O)c2ccccc2C1=O)Nc1ccncc1	i	-8	i	i	i	i	i	i	i	i	i
Cc1ccc(N(CC(=O)N/N=C/c2cccc(Br)c2)S(C)(=O)=O)cc1	i	-6	i	i	i	i	i	i	i	i	i
Cn1c(=O)c2c(nc(CN3CCN(CCO)CC3)n2CCc2ccccc2)n(C)c1=O	i	-8	i	i	i	i	i	i	i	i	i
COCCCNc1nc2nonc2nc1N1CCC(C(C)N2CCOCC2)CC1 (stereo not drawn)	i	-2	i	i	i	i	i	i	i	i	i
O=C(Cc1ccc(O)cc1)NC1CCCCCC1	i	-5	i	i	i	i	i	i	i	i	i
CCNc1nc(NC(C)CC)nc(ON=C(C)C)n1 (stereo not drawn)	i	-18	i	i	i	i	i	i	i	i	i
COc1cc(NC(=O)C(=O)NCCN2CCNCC2)c(OC)cc1Cl	i	0	i	i	i	i	i	i	i	i	i
Cc1nc2ccc(Cl)cn2c1C(=O)NN	i	-10	i	i	i	i	i	i	i	i	i
C=CCOC(=O)C1=C(C)NC(SCC(=O)Nc2ccccc2)=C(C#N)C1c1ccco1 (stereo not drawn)	i	-10	i	i	i	i	i	i	i	i	i
CC(C)(C)c1ccc(C(=O)Cn2nc(C(=O)O)c3ccccc3c2=O)cc1	i	-13	i	i	i	i	i	i	i	i	i
CCn1cc(CN2CCC(n3nccc3NC(=O)Cc3ccccc3)CC2)cn1	i	-5	i	i	i	i	i	i	i	i	i
C=CCc1c(C)nc2c(-c3ccccc3)cnn2c1N1CCOCC1	i	-9	i	i	i	i	i	i	i	i	i
Next entries
SMILES	KCNQ1 block	hERG rescue	TMEM16A inh	ANO1 activ	KCNK9 inh	RGS4 pot	MrgX1 ag	KCNK3 inh	KCNQ1 act	MrgX1 PAM	RGS4 inh
NC(=O)C(=O)N/N=C/c1cccc(C(F)(F)F)c1	i	-9	i	i	i	i	i	i	i	i	i
COc1ccc(S(=O)(=O)N2CCCCC2)cc1NC(=O)c1ccccc1	i	-9	i	i	i	i	i	i	i	i	i
COc1ccc(N=C2SC(C(=O)O)CC(=O)N2Cc2ccc(OC)c(OC)c2)cc1 (stereo not drawn)	i	-10	i	i	i	i	i	i	i	i	i
CCOC(=O)C1(CCc2ccccc2)CCN(Cc2ccc(C(=O)OC)cc2)CC1	i	-15	i	i	i	i	i	i	i	i	i
COC(=O)c1c(NC(=O)C2SC(=NC3CCCCC3)C(C(N)=O)=C2N)sc2c1CCCC2 (stereo not drawn)	i	-13	i	i	i	i	i	i	i	i	i
O=C(CCC(=O)OCc1ccc(Br)cc1)Nc1ccccc1	i	-3	i	i	i	i	i	i	i	i	i
Cc1ccc(C2C3=C(CC(C)(C)CC3=O)Nc3n[nH]c(C)c32)cc1 (stereo not drawn)	i	-6	i	i	i	i	i	i	i	i	i
O=C(O)CCC(NC(=S)Nc1ccccc1)C(=O)O (stereo not drawn)	i	-8	i	i	i	i	i	i	i	i	i
COCCN(C(=O)c1ccc(-c2ccc(Cl)cc2)o1)c1c(N)n(Cc2ccccc2)c(=O)[nH]c1=O	i	-8	i	i	i	i	i	i	i	i	i
CC(C)c1ccccc1NC(=O)COC(=O)Cc1cccc(C(F)(F)F)c1	i	-5	i	i	i	i	i	i	i	i	i
CCOC(=O)c1c(NC(=O)CSc2nnnn2C)sc(C)c1C	i	-7	i	i	i	i	i	i	i	i	i
S=C(NCCN1CCOCC1)N/N=C/c1cccs1	i	-5	i	i	i	i	i	i	i	i	i
CC(C)(C)NC(=O)CCN(/N=C/c1ccncc1)C1=NS(=O)(=O)c2ccccc21	i	-7	i	i	i	i	i	i	i	i	i
Cc1ccc(-n2sc3ccccc3c2=O)cc1S(=O)(=O)N1CCCCC1	i	-2	i	i	i	i	i	i	i	i	i
Cc1cc(-c2nn(-c3ccccc3F)cc2CN2CCN(c3ccccn3)CC2)c(C)s1	i	-7	i	i	i	i	i	i	i	i	i
O=c1[nH]c2ccccc2c(O)c1-c1cc2ccccc2oc1=O	i	-1	i	x	i	i	i	x	i	i	i
COc1ccccc1N1CCN(CC(=O)c2ccc3ccn(C(C)=O)c3c2)CC1	i	-8	i	i	i	i	i	i	i	i	i
COc1ccc2nc(SCC(=O)NCc3ccc4c(c3)OCO4)[nH]c2c1	i	-7	i	i	i	i	i	i	i	i	i
CCOc1ccccc1NC(=S)NCCc1ccc(F)cc1	i	-18	i	i	i	i	i	i	i	i	i
O=c1[nH]cnc(O)c1C(c1ccc(Br)cc1)c1c(O)nc[nH]c1=O	i	-6	i	i	i	i	i	i	i	i	i
COc1cc(S(=O)(=O)N2CCCC2)c(C)cc1C	i	-6	i	i	i	i	i	i	i	i	i
O=C(O)C1CCN1C1CCCCC1 (stereo not drawn)	i	-3	i	-6.6*	i	i	i	i	i	i	i
CCc1ccc(NC(=O)c2cc3c(C)nc4ccccc4c3o2)cc1	6*	-12	i	i	i	i	i	i	i	i	i
O=C(COC(=O)c1ccc(Sc2ccccc2)c([N+](=O)[O-])c1)NC1CCCc2ccccc21 (stereo not drawn)	i	-12	i	i	i	i	i	i	i	i	i
COc1ccc(NC(=O)C2C3C=CC(O3)C2C(=O)NCc2cccnc2)cc1 (stereo not drawn)	i	-14	i	i	i	i	i	i	i	i	i
Remaining list, next part
SMILES	KCNQ1 block	hERG rescue	TMEM16A inh	ANO1 activ	KCNK9 inh	RGS4 pot	MrgX1 ag	KCNK3 inh	KCNQ1 act	MrgX1 PAM	RGS4 inh
O=C(Nc1ccc(-c2nc3ccccc3s2)c(O)c1)C1=COCCO1	i	-12	i	i	i	i	i	i	i	i	i
OC1(c2cccc(C(F)(F)F)c2)CCN(Cc2nc(-c3cnccn3)no2)CC1	i	-5	i	i	i	i	i	i	i	i	i
COc1cccc(N(CC(=O)NC2CCCCC2)C(=O)CCC(=O)Nc2nc(C)cs2)c1	i	0	i	i	i	i	i	i	i	i	i
CCNc1nc(N)c(C(=C(C#N)C#N)c2ccccc2)s1	i	1	i	i	i	i	i	i	i	i	i
CCc1cc2c(cc3c(=O)n(CC(=O)N4CCN(c5ccccn5)CC4)nc(CC)n32)s1	i	3	i	i	i	i	i	i	i	i	i
Nc1ccc(S(=O)(=O)Nc2nccc(/C=C/c3cccc(Br)c3)n2)cc1	i	-7	i	i	i	i	i	i	i	i	i
COc1cc2c(cc1OC)C(C)N(C(=O)c1ccc(C)o1)CC2 (stereo not drawn)	i	-10	i	i	i	i	i	i	i	i	i
CN1C(=O)[C@H]2[C@@H](/C=C/c3ccccc3)N3C(=O)CN(CCO)C(=O)[C@@]3(Cc3ccccc3)[C@H]2C1=O	i	-4	i	i	i	i	i	i	i	i	i
CCCc1ccc(O)c(N=Cc2cc(Br)cc(OCC)c2O)c1	i	-12	i	i	i	i	i	i	i	i	i
COC(=O)c1nn(-c2ccc3c(c2)CCN3C(C)=O)cc1O	i	-10	i	i	i	i	i	i	i	i	i
O=C(N/N=C/c1ccccc1[N+](=O)[O-])c1ccc(CN2CCOCC2)cc1	i	3	i	i	i	i	i	i	i	i	i
CCCCCNC(=O)[C@@H]1CSC2c3ccccc3C(=O)N21 (stereo partly drawn)	i	-6	i	i	i	i	i	i	i	i	i
CCOC(=O)c1c(-c2ccc(C)cc2)csc1NC(=O)c1cccc(N2C(=O)CCC2=O)c1	i	-9	i	i	i	i	i	i	i	i	i
COc1ccc(OC)c(C(=O)COC(=O)c2ccc(C)o2)c1	i	-3	i	i	i	i	i	i	i	i	i
CCN(CCO)c1ncnc2c1sc1nc(CC(C)C)c3c(c12)CC(C)(C)OC3	i	-18	i	i	i	i	i	i	i	i	i
COc1cccc(NC(=O)CSCc2cc(=O)n3ccsc3n2)c1	i	-1	i	i	i	i	i	i	i	i	i
CC(C)CCN(C(=O)CNC(=O)c1cccs1)C(C(=O)NC1CCCC1)c1ccncc1 (stereo not drawn)	i	-13	i	i	i	i	i	i	i	i	i
Cc1ccc(C)c(NC(=O)CSc2ccc(-c3ccco3)nn2)c1	i	-7	i	i	i	i	i	i	i	i	i
